Source: PubChem BioAssay (National Center for Advancing Translational Sciences (NCATS))
TDP1 inh: blocks human tyrosyl-DNA phosphodiesterase 1. recombinant TDP1, AlphaScreen DNA substrate cleavage. AID 485290. Potency, µM (doses to about 130 µM), inactives show at the top dose activity change, negative = inhibition, usual class: inhibitors. actives 0.28% (n = 350,000); also: nearly all actives have a fitted effect of over 40% in size
Target sequence (Q9NUW8 whole entry, looked up): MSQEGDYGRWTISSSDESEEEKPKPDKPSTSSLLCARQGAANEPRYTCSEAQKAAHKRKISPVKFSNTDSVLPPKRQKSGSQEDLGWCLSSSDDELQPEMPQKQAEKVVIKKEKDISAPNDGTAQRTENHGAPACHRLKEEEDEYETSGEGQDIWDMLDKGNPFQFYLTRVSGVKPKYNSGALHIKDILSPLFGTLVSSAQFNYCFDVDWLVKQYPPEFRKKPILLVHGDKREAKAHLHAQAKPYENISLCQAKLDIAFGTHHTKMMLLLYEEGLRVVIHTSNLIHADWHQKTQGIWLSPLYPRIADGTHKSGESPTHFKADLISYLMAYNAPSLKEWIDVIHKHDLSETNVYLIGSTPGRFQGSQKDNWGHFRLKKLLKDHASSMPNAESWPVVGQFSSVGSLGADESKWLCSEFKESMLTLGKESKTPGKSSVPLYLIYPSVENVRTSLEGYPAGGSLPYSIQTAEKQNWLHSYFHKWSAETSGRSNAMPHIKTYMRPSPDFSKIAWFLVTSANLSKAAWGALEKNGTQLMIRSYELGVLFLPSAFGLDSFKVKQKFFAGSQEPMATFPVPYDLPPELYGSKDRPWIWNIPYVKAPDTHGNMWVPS
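Recombinant E. coli-expressed Tdp1 (1 nM) preincubated with compound 15 min at RT, then 5'-biotin/3'-phosphotyrosine-FITC DNA substrate (15 nM) added for 5 min. AlphaScreen beads (10 ug/ml) added, 10 min RT; tyrosine-FITC cleavage read as signal loss.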
TDP1 cell noCPT: qHTS for Inhibitors of human tyrosyl-DNA phosphodiesterase 1 (TDP1): qHTS in cells in absence of CPT; DT40 Tdp1-/- hTDP1 cells, no CPT, ATP luminescence, 48 h; Potency, µM (series often up to 46.2 µM), for the others: at the top dose activity change, negative = growth inhibition, usual class: inhibitors; actives 15% (n = 420,000); AID 686978, 2013; also: nearly all actives have a fitted effect of over 55% in size
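Growth kinetics read by CellTiter-Glo luminescence after ≥48 hr at 37 °C. Cells: DT40 Tdp1-/- stably carrying human TDP1, 400 per well, compound exposure in the absence of CPT (DMSO vehicle).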
GCN5L2 inh: blocks human GCN5L2 histone acetyltransferase; actives 0.21% (n = 390,000); Q92830; GCN5L2 HAT assay, ThioGlo1 CoA-SH fluorescence; Potency, µM (highest dose often 58.9 µM), without a hit: at the highest dose activity change, negative = inhibition, most hits filed as inhibitors
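Compounds, pin-transferred from DMSO stocks, meet 20nM GCN5L2 for 15 min before the reaction begins with H3(1-25) peptide (75uM) and acetyl-CoA (70uM). Thiol-reactive ThioGlo1 reports CoA release over 20 min at room temperature.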
* marks the source's active call; other numbers are inactive results; ? = inconclusive; . = no result given; & = joins results of further samples; [ ] = remark or other dose. Calls follow the shape of the dose curve; as a rule, active = well fitted curve in the direction sought with a large enough effect; inconclusive = small, poorly fitted or top-dose-only effect, or another doubt; inactive = no such curve, though single readings can be large; an effect the other way counts as inactive or inconclusive. % is scaled to controls: 0 for no effect and ±100 for the full control effect; potency is read from the fitted curve at half-maximal effect. Only part of the results is shown; rates above refer to the full screens.

SMILES,TDP1 inh,TDP1 cell noCPT,GCN5L2 inh
COc1ccc(OC)c(C2CC(=O)Oc3c2c(=O)n(C)c2ccccc32)c1 (centres undefined),5%,-6%,2%
Cc1c(C)n(Cc2ccccc2)c2ccc(C(=O)NCc3ccccc3F)cc12,11%,18µM*,-18%
COc1cc2oc(=O)cc(-c3ccc(-c4ccc(N(C)C)cc4)cc3)c2c(OC)c1OC,3%[56.1 µM],?,-5%&-29%
O=C1OC(Nc2ccc(Cl)cn2)c2ccccc21 (centres undefined),0%,1%,-4%
CCOC(=O)C1=C(N)Oc2ccc3ccccc3c2C1c1ccc(O)c(OC)c1 (centres undefined),.,?,-4%
Cc1cc(Br)c(S(=O)(=O)NCCN2CCOCC2)cc1C,1%,-5%,-6%
CCC(CC)c1nnc(NC(=O)Cc2ccccc2[N+](=O)[O-])s1,-6%,-21%,-11%
Cc1c(C(=O)Nc2ccc(F)cc2F)sc2nc3n(c(=O)c12)N=C(c1ccccc1)CS3,-1%,?,-6%
Cc1ccc(-c2nc(=S)c3c(n2Cc2ccco2)CCCC3)cc1,3%,?,-5%
CN(CC(=O)Nc1cccc(F)c1)C(=O)/C=C/c1ccc(Br)s1,-3%,-29%,-6%

Looked up one by one from the entries so far, 2 records:
SMILES,TDP1 inh,TDP1 cell noCPT,GCN5L2 inh
Cc1ccc(-c2nc(=S)c3c(n2Cc2ccco2)CCCC3)cc1,3%,?,-5%
CN(CC(=O)Nc1cccc(F)c1)C(=O)/C=C/c1ccc(Br)s1,-3%,-29%,-6%

Going on with the list.
SMILES,TDP1 inh,TDP1 cell noCPT,GCN5L2 inh
Cc1cc(C)c2c(=O)c(C#N)coc2c1,.,2%,-6%
CCOc1ncccc1C(=O)N1CCN(C(c2ccccc2)c2ccccc2)CC1,0%,13µM*,-5%
CCc1noc(C)c1C(=O)OCC(=O)Nc1c(F)cccc1F,-6%,4%,-3%
COc1ccc(CNC(=O)C(=O)Nc2ccc(OC)cc2OC)cc1,-3%[12.3 µM],-15%,6%
C[C@@]12CCC3c4ccc(O)cc4CCC3C1CCC2O (some centres undefined),5%,?,-8%
O=C(CSc1nc2ccccc2c(=O)[nH]1)c1ccc(O)cc1O,2%,?,0%
CCNC(=O)c1ccc(NS(=O)(=O)c2ccccc2)cc1,6%,-26%,2%
C[C@H](CO)N1C[C@H](C)[C@@H](CN(C)S(=O)(=O)c2ccccc2)Oc2ccc(NS(=O)(=O)c3cn(C)cn3)cc2C1=O,1%,1%,-4%
Cc1ccc(-c2nn(CC(=O)Nc3cccnc3)c(=O)c3ccccc23)cc1,7%,-11%,2%
O=C(O)C1C2C=CC(C2)C1C(=O)NCCc1ccncc1 (centres undefined),.,-16%,-19%

(further entries)
SMILES,TDP1 inh,TDP1 cell noCPT,GCN5L2 inh
CC1=NN(c2nc(-c3ccc(C)cc3)cs2)C(=O)C1N=Nc1ccc(C(N)=O)cc1 (centres undefined),5%,5.2µM*,-10%
NNc1cc([N+](=O)[O-])cc2c1C(=O)N(Cc1ccccc1)S2=O (centres undefined),5%,-4%,?
CC(C)CN1CCc2nc(N3CCN(C)CC3)ncc2C1,9%,-24%,-1%
CC(NC(=O)COC(=O)c1ccc2ccccc2n1)C1CC2CCC1C2 (centres undefined),-10%,-3%,-3%
Cc1ccc(NCc2n[nH]c(=S)n2-c2ccccc2)c(C)c1,5%,-25%,-12%
O=C1Nc2ccc(Br)cc2/C1=C/C1CC=CCC1 (centres undefined),-4%,?,-9%
COc1cccc(NC(=S)N(CCCN2CCOCC2)Cc2cn(C)c3ccccc23)c1,5%,15µM*,3%
CCOC(=O)CNC(=S)N(Cc1ccccc1)Cc1ccccc1F,2%,?,-12%
COc1ccc(C2NC(=O)NC(c3ccccc3)=C2c2nc3ccccc3s2)cc1 (centres undefined),7%,?,-18%
Cn1cc(CN2C[C@]3(C)C[C@H]2CC(C)(C)C3)c(-c2ccc3c(c2)OCCO3)n1,.,?,4%

Next records follow:
SMILES,TDP1 inh,TDP1 cell noCPT,GCN5L2 inh
COc1cc2c(cc1NC(=O)c1cc(-c3ccncc3)nc3ccc(C)cc13)oc1ccccc12,0%,?,-9%
CCCCNS(=O)(=O)c1ccc(NC(=O)C2CCCO2)cc1 (centres undefined),3%,?,3%
O=C(O)CSCC(=O)N1CCN(c2nc3cc(Cl)ccc3s2)CC1,.,16%,-7%
N/C(Cc1ccc([N+](=O)[O-])cc1)=N\OC(=O)c1ccccc1F,0%,-25%,1%
CCC(C)NC(=O)C(=O)NCc1ccccn1 (centres undefined),5%,7%,-1%
COCCCNC(=O)C[C@H]1C[C@H](C(=O)N(C(C)C)C(C)C)[C@@]2(C)c3[nH]c4cc(-c5ccco5)ccc4c3CCN2C1=O,2%[56.1 µM],23µM*,-5%
O=C1CCC[C@@H]2CC(N3CCCCC3)C[C@@H]3CCN1[C@H]23 (some centres undefined),0%[56.1 µM],-10%,-2%
O=C(c1ccccc1)c1ccncc1,0%,-3%,2%
CN(C)C(=O)c1ccc(-c2nc(Nc3ccccc3)c3ccccc3n2)cc1,.,16µM*,?
O=C(Nc1ccccc1)N(CCc1nc2ccccc2[nH]1)C1CCCC1,6%,-8%,0%

Additional records follow.
SMILES,TDP1 inh,TDP1 cell noCPT,GCN5L2 inh
Cc1ccc(NC(=O)CN(C)C(=O)Cn2cc(C(F)(F)F)ccc2=O)cc1,5%,-4%,2%
CC1CC(=O)c2cnc(NCC3CCCO3)nc2C1 (centres undefined),3%,-9%,-3%
Cc1cnc(C(=O)NCC(=O)Nc2ccccc2Br)cn1,?,-13%,-21%
O=C1C2C3CCC(O3)C2C(=O)N1c1cc(OCC(F)F)cc([N+](=O)[O-])c1 (centres undefined),8%,7%,-2%
Cc1ccc2c(c1)N(CCC(=O)NC1CC1)C(=O)C(C)O2 (centres undefined),2%,-14%,?
O=C(CSc1ncn[nH]1)Nc1nc(-c2ccccc2)ns1,11%,-13%,7%
COc1ccc(C2C(C(=O)c3ccccc3)=C(C)Nc3nc4ccccc4n32)c(OC)c1 (centres undefined),4%,?,1%
CCOC(=O)c1ccc(N2C(=O)c3n[nH]c(-c4cccs4)c3C2c2ccc(C)cc2)cc1 (centres undefined),2%,-2%,-8%
FC(F)(F)c1ccccc1NC(=S)NN1CCOCC1,7%,-1%,-6%
Cc1ccc(N(CC(=O)NC2CCCCC2)S(=O)(=O)c2c(C)nn(C)c2C)cc1,0%,5%,-23%

(further entries)
SMILES,TDP1 inh,TDP1 cell noCPT,GCN5L2 inh
CC(=O)N1c2ccc(S(=O)(=O)NCC3CCC(C(=O)Nc4ccc(C)cn4)CC3)cc2CC1C (centres undefined),6%,?,-8%
CC(C)c1ccc(-n2ccnc2SCC(=O)O)cc1,-2%,1%,-3%
Cc1ccc([N+](=O)[O-])c(Oc2ncnc3c2oc2ccccc23)c1,5%,?,0%
N#Cc1ccc(NC(=S)NC(=O)CCc2ccc(S(=O)(=O)N3CCOCC3)cc2)cc1,?,?,2%
O=C(Nc1ncnc2c1ncn2[C@@H]1O[C@@H]2COP(=O)(O)O[C@H]2[C@H]1O)c1ccccc1,-4%,.,-1%
Cc1[nH]c(-c2ccc(F)cc2)cc1C(=O)N1CCN(c2cccc(Cl)c2)CC1,.,16µM*,-6%
COc1ccccc1NC(=O)/C(=C\c1cccnc1)NC(=O)c1ccc(C)cc1,14%,6%,-3%
O=C(NCc1cccnc1)c1ccc2c(=O)n(CCCN3CCCC3=O)c(=S)[nH]c2c1,4%,2%,-1%
O=C(COc1ccc(-n2cnnn2)cc1)NC(=O)NCc1ccccc1,-3%,?,-1%
Cc1ccc(C(=O)C(C)OC(=O)Cc2n[nH]c(=O)c3ccccc23)cc1 (centres undefined),1%,18µM*,-5%

Next results follow.
SMILES,TDP1 inh,TDP1 cell noCPT,GCN5L2 inh
Cc1ccc2c(c1)N(C(=O)CCC(=O)NCCCN1CCC(Cc3ccccc3)CC1)CCO2,.,18µM*,-45%
CN(CC(=O)Nc1cccc(F)c1)C(=O)CC1CCCC1,-5%,-1%,2%
Cn1c(=O)c2[nH]c(CNc3ccc(C(=O)O)cc3)nc2n(C)c1=O,-6%,-8%,-2%
COc1ccc(NS(=O)(=O)c2ccc(NS(=O)(=O)c3ccc(SC)cc3)cc2)c(OC)c1,6%,-10%,-4%
CN(C(=O)COC(=O)C(C)(C)Oc1ccc(Cl)cc1)c1c(N)n(Cc2ccccc2)c(=O)[nH]c1=O,7%[0.505 µM],?,1%
COc1ccc(NC(=O)C2C3C=CC4(O3)C2C(=O)N(CCN2CCCCC2C)C4C(=O)NC2CCCC(C)C2C)cc1 (centres undefined),5%,?,-1%
Cc1ccc(NC(=O)Cn2nc(C(=O)O)c3ccccc3c2=O)cc1S(=O)(=O)N1CCOCC1,3%,-23%,-4%
Cc1ccc(-c2nnn(CC(=O)N(CC3CCCO3)C(C(=O)NC3CCCC3)c3ccc(F)cc3)n2)o1 (centres undefined),0%,-9%,-8%
CC[C@]12C(=O)N(C)C[C@H]([C@@H]3C(=O)N(C)C(=O)[C@@H]31)N2C(=O)c1ccc(C(F)(F)F)cc1,0%,-9%,3%
Cc1ccc(S(=O)(=O)N(C)c2ccc(OCC(=O)Nc3nnc(C4CC4)s3)cc2)cc1,3%,?,-4%

The final four entries of the part before lead into the next:
SMILES,TDP1 inh,TDP1 cell noCPT,GCN5L2 inh
Cc1ccc(NC(=O)Cn2nc(C(=O)O)c3ccccc3c2=O)cc1S(=O)(=O)N1CCOCC1,3%,-23%,-4%
Cc1ccc(-c2nnn(CC(=O)N(CC3CCCO3)C(C(=O)NC3CCCC3)c3ccc(F)cc3)n2)o1 (centres undefined),0%,-9%,-8%
CC[C@]12C(=O)N(C)C[C@H]([C@@H]3C(=O)N(C)C(=O)[C@@H]31)N2C(=O)c1ccc(C(F)(F)F)cc1,0%,-9%,3%
Cc1ccc(S(=O)(=O)N(C)c2ccc(OCC(=O)Nc3nnc(C4CC4)s3)cc2)cc1,3%,?,-4%
O=c1[nH]cnc2sc3c(c12)CCCCC3,2%,?,-10%
COc1cc(NC(=O)c2cccs2)c(C(=O)OCC(=O)c2cc(C)n(-c3ccc(F)cc3)c2C)cc1OC,3%,?,-8%
Cc1ccc(CNC(=O)CCCN2C(=O)c3cccnc3Oc3ccc(Cl)cc32)cc1,4%,?,-7%
O=C(Cn1cnc2ccccc21)OCC(=O)N1CCCCC1,2%,-14%,-3%
Cn1nc(-c2ccc(C(=O)Nc3cccnc3)cc2)c2ccccc2c1=O,-1%,-11%,-6%
CC1CN(C(=O)c2cc3cc(F)ccc3[nH]2)CC(C)O1 (centres undefined),.,-12%,0%
O=C(CNC(=O)c1ccco1)N=Nc1c(O)[nH]c2ccc([N+](=O)[O-])cc12,-3%,-21%,-3%
Cc1cc2nc(N3CCN(C(=O)c4cccs4)CC3)sc2cc1C,-4%,?,-2%
C[C@H](CO)N1C[C@H](C)[C@@H](CN(C)S(=O)(=O)c2ccc(F)cc2)Oc2ccc(NC(=O)c3ccncc3)cc2C1=O,2%,-28%,0%
O=C(O)c1ccc2nc(-c3cc4cc(F)ccc4oc3=O)[nH]c2c1,.,11%,?

Following part:
SMILES,TDP1 inh,TDP1 cell noCPT,GCN5L2 inh
COc1ccc(NC(=O)Cn2c(C)cc3ccccc3c2=O)c(OC)c1,6%,-7%,-1%
COc1cccc(NC(=O)CSc2nnc(Cn3cnc([N+](=O)[O-])n3)n2C)c1,3%,-12%,0%
Cc1c(NS(=O)(=O)c2cccc(C(=O)N3CCCC3)c2)c(=O)n(-c2ccccc2)n1C,1%,5%,-3%
O=C(COC(=O)CNC(=O)c1ccc(Cl)c([N+](=O)[O-])c1)NC(=O)CN1CCCC1=O,.,16%,-13%
COc1ccc(-c2oc(NC(C)=O)c(C#N)c2-c2ccc(OC)cc2)cc1,4%,-26%,-13%
COc1ccc(C)cc1NC(=O)C(=O)NCC1(c2ccccc2)CCCC1,5%,?,-7%
NC(N)=NCc1cccc(I)c1,8%[56.1 µM],2.9µM*,?
COc1ccccc1NC(=O)C(=N\O)/C(C)=N/O,?,1%,-1%
CN(CCc1ccccn1)S(=O)(=O)c1ccccc1F,1%,5%,-3%
Cc1ccc(S(=O)(=O)N2CCC(C(=O)OCC(=O)NCc3ccco3)CC2)cc1C,.,-12%,-2%

(cont.)
SMILES,TDP1 inh,TDP1 cell noCPT,GCN5L2 inh
CN(C)CCCNCC(=O)Nc1ccccc1N1CCOCC1,-10%,-5%,2%
CC(C)(C)SCCNC(=O)CN(c1ccccc1)S(=O)(=O)c1ccc(F)cc1,0%,-17%,-18%
COc1cccc(CC(=O)OCC(=O)NC(=O)c2ccc(OC(F)F)cc2)c1,.,-16%,-13%
Cc1ccc(SCCNC(=O)/C=C/c2ccc(Cl)cc2)cc1,5%,-19%,-3%
